# hERG WT inh – inhibitors of human wildtype KCNH2 potassium channel. U2OS, BacMam KCNH2, thallium flux FluxOr; hits give low values. AID 720551. Q12809. activity change, % at 1.84 µM. 340,000 compounds, 0.37% hits;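 active = maximum activity change below -70%; inconclusive = maximum activity change between -70% and -50%; inactive = maximum activity change above -50%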; also: % is scaled to controls: 0 for no effect and ±100 for the full control effect
#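 U2OS cells transduced with wild-type KCNH2 virus are loaded with FluxOr dye for 45 min, and thallium flux is measured in kinetic reads before and after stimulation buffer. Rate constants are normalized to DMSO controls.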
# TRPV1 agonist – human TRPV1 agonism | Q8NER1 | TRPV1-expressing cells, Fluo-8 calcium influx, agonist mode | activation, % at 8.33 µM | 320,000 compounds, 0.19% hits; in the data active = activation above about 80%; inconclusive = between about 30% and that limit; also: 0% is about no effect
#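 Cells expressing TRPV1 were dye-loaded with Fluo-8 and read kinetically: 10 s baseline, 3 min after compound (agonist portion), then 2 min after EC20 capsaicin (allosteric enhancer portion). Calcium-bound dye fluorescence at 480/520 nm.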
# USP2a block – blocks human ubiquitin-specific protease USP2a; O75604; USP2 core, Ub-CHOP2 coupled fluorogenic reporter, 485/531; Potency, µM (series often up to 38.3 µM), inactives show top-dose activity change, negative = inhibition, usual class: inhibitors; 330,000 compounds, 0.01% hits;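 also: potency is read from the fitted curve at half-maximal effect; plate controls were DMSO wells for no effect and full inhibition by NEM control for full effect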
# Target sequence (O75604 whole entry, looked up): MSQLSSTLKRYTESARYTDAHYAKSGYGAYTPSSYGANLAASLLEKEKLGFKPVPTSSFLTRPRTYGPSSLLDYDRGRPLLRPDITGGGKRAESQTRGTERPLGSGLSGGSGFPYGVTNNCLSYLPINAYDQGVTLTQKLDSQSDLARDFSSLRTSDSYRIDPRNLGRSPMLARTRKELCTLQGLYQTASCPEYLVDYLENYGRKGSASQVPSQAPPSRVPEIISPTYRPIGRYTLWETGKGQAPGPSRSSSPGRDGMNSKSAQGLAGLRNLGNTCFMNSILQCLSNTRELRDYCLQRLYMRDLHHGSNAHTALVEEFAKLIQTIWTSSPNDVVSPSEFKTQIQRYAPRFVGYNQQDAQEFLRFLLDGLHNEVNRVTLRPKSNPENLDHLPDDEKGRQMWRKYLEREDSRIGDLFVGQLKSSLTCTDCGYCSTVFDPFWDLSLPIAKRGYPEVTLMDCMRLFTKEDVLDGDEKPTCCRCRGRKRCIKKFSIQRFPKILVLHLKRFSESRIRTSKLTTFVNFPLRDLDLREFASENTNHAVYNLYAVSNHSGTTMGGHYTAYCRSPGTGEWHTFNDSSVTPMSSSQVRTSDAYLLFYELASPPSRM
#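 Deubiquitinase activity read as fluorescence (485/531 nm) after Ub-CHOP2 cleavage activates the enterokinase reporter on its substrate; USP2 core 10nM, Ub-CHOP2 and substrate 25nM each, 30min compound preincubation then 60min RT; data normalized to NEM, curves fitted.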
# Eya2 inh – Eya2 (human) phosphatase inhibition; O00167; recombinant Eya2, OMFP fluorescence dephosphorylation (OMFP is methylfluorescein phosphate); Potency, µM (doses to about 76.9 µM), without a hit: at the top dose activity, negative = inhibition, usual class: inhibitors; 330,000 compounds, 0.006% hits; also: potency is read from the fitted curve at half-maximal effect; % is scaled to controls: 0 for no effect and ±100 for the full control effect
#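 Eya2 (0.2 uM) preincubated 10 min at ambient with compound, then OMFP substrate added at 50 uM; 10 min reaction in 50 mM HEPES pH 7.5, 50 mM NaCl, 5 uM MgCl2, 0.05% BSA, 1 mM DTT. Fluorescence read at Ex 485/Em 525 nm.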
# TCR act – activators of T cell receptors; primary human leukocytes, anti-CD3, IL-2 HTRF, 48 h; Potency, µM (titrated, usually from 9.22 µM), for inactives: at the highest dose activation of IL-2 secretion, hits mostly activators; 330,000 tested, under 10 active; AID 504894; also: % of control where 0% means no effect
#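 Primary human leukocytes receive a-CD3 beads and test compound and are incubated 48 hr. Secreted IL-2 is then assayed by HTRF, measuring 665nm acceptor emission after 320nm excitation of the europium donor.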
# AT treatment – potential ataxia-telangiectasia treatment | Potency, µM (highest dose often 57.5 µM), without a hit: at the highest dose activation, actives largely listed as activators | […] A-T fibroblasts, KAP-1 phosphorylation AlphaLISA; neocarzinostatin DNA damage 30 min before lysis | AID 485349 | 320,000 compounds, 0.19% hits; also: potency is read from the fitted curve at half-maximal effect; % of control where 0% means no effect; nearly all actives have a fitted effect of over 45% in size
#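 hTERT-immortalized A-T patient fibroblasts ([…]), 500 cells/well in OPTI-MEM, 1% FBS, got compounds for 60 min, then NCS for 30 min at 37C. Lysates were then assayed for phospho-KAP-1 by AlphaLISA (anti-pKAP1 donor, anti-KAP1 acceptor beads), 6 hr at 25C.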
# TSHR antag – antagonists of human thyroid stimulating hormone receptor; P16473; TSHR-expressing cells, TSH-stimulated cAMP HTRF, 2 h; hits give low values; activity change, negative = inhibition, % at 11.5 µM; 330,000 compounds, 0.2% hits; AID 504810;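 active = activity change below a set negative limit, meaning inhibition stronger than a set level, cut at about -70% in these data; inconclusive = activity change between two set negative limits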; also: % is scaled to controls: 0 for no effect and ±100 for the full control effect
#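 Antagonism was scored as loss of TSH-driven cAMP in TSHR cells, stimulated with 4nM TSH (EC80) for 2 hours at 37 deg C and detected by homogeneous HTRF competition immunoassay.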
# ELG1 repair inh – ELG1-dependent DNA repair inhibition; 330,000 compounds, 2.3% hits; HEK293T ELG1-luciferase reporter, luminescence, 16 h; DNA damage induced by 5-fluorouridine; AID 504467; Potency, µM (top dose mostly 46.1 µM), for inactives: top-dose activity change, negative = inhibition, actives largely listed as inhibitors; also: potency is read from the fitted curve at half-maximal effect; % is scaled to controls: 0 for no effect and ±100 for the full control effect; nearly all actives have a fitted effect of over 55% in size
#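 DMSO vehicle served as the neutral condition. Each well held 2,000 cells given 5-fluorouridine plus compound; after 16 hr at 37 °C/5% CO2, ONE-Glo was added and luciferase measured 30 min later.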
# KCNH2 3.1 inh – inhibitors of human KCNH2 3.1 potassium channel isoform | 340,000 compounds, 0.95% hits | U2OS KCNH2 3.1, thallium flux FluxOr; hits give low values | activity change, % (tested at about 1.8 µM) | AID 720553;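 active = maximum activity change below -70%; inconclusive = maximum activity change from -70% to -50%; inactive = maximum activity change above -50%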;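 also: thallium influx rate constant from kinetic fluorescence after stimulation buffer; % is scaled to controls: 0 for no effect and ±100 for the full control effect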
#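 Thallium flux read-out: FluxOr dye with Red40 quencher in HBSS/HEPES, 45 min at RT. Rate constants from kinetic reads were normalized to positive and negative DMSO controls. Cells: U2OS virally expressing the 3.1 isoform.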
# Mito fusion yeast – inhibitors of mitochondrial division or activators of mitochondrial fusion | S. cerevisiae fusion-defective mutant growth rescue, CellTiterGlo 48 h | AID 485298 | Potency, µM (series often up to 46.1 µM), for inactives: at the top dose growth rescue (activation), actives largely listed as activators | 320,000 compounds, 0.23% hits;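 also: potency is read from the fitted curve at half-maximal effect; % of control where 0% means no effect; nearly all actives have a fitted effect of over 45% in size; temperature-sensitive fusion mutants such as fzo1-1 at 37 °C on non-fermentable ethanol glycerol medium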
#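 Temperature-sensitive fusion-defective S. cerevisiae (e.g. fzo1-1, mgm1-5) were grown with compound in YPEG medium (3% ethanol, 3% glycerol) for 48 hours at 37C. Growth rescue was measured as viability by CellTiterGlo luminescence after 10 minutes at ambient.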
# Starred values were filed as active, the others as inactive; ? = inconclusive; . = not tested or not shown; [ ] = another dose, or the depositor's remark. Unless noted, calls follow the shape of the dose curve; as a rule, active = well fitted curve in the direction sought with a large enough effect; inconclusive = small, poorly fitted or top-dose-only effect, or another doubt; inactive = no such curve, though single readings can be large; an effect the other way counts as inactive or inconclusive.
SMILES,hERG WT inh,TRPV1 agonist,USP2a block,Eya2 inh,TCR act,AT treatment,TSHR antag,ELG1 repair inh,KCNH2 3.1 inh,Mito fusion yeast
Cc1ccc(C2C3=C(CCCC3=O)Nc3[nH]c(=S)[nH]c(=O)c32)cc1 (configuration not stated),-43,1,-2%,-5%,-7%,-5%,25,-4%,3,2%
COc1cccc(OCCn2cc(/C=N/NC(=O)c3ccncc3)c3ccccc32)c1,-1,5,2%,-4%,-1%[46.1 µM],-1%,-6,?,-18,8%
CCc1cccc(CC)c1NC(=O)COC(=O)C1(C)CC1(Cl)Cl (configuration not stated),-14,6,2%,-26%,-3%,1%,-2,-3%,3,-17%
COc1ccccc1OCC(=O)NCCC1=CCCCC1,-50,12,7%,-7%,-9%[46.1 µM],-2%,-13,2%,.,6%
CCOc1ccc(N2CC(C(=O)NCCN3C(=O)S/C(=C\c4ccc(OC)c(OC)c4)C3=O)CC2=O)cc1 (configuration not stated),21,-3,8%,-3%,0%[46.1 µM],1%,4,?,12,-3%
CCc1c(-c2ccccc2)nc2nc(C)c(C)nn12,-6,2,4%,1%,-10%,?,-2,?,4,6%
CC[C@@]12C(=O)N(c3cccc(Br)c3)C(=O)N1[C@H](c1ccc(F)cc1)[C@@H]1C(=O)N(C3CCCCC3)C(=O)[C@@H]12,-9,2,0%,10%,8%,14%,-13,1%,-22,29%
O=C(Nc1ccccc1)OCc1cnc(Cl)s1,-2,23,-3%,-2%,-1%,-4%,12,?,-2,19%
Cc1ccc(NC(=O)C(C)N2C(=O)C3C4CC(C(Br)C4Br)C3C2=O)cc1 (configuration not stated),-4,5,3%,-10%,-2%,-2%,-3,9%,1,1%
O=C(O)c1cccc2cccnc12,-3,-5,0%,-15%,-3%,-1%,0,?,3,1%
CCOc1cc(/C=N/NC(=O)c2cccnc2)ccc1OCC(=O)N1CCOCC1,2,1,5%,6%,7%[46.1 µM],-1%,7,7%,-4,-5%
CCN(CC)S(=O)(=O)c1cccc(C(=O)Nc2cc(C)cc(C)c2)c1,7,-1,1%,15%,1%,8%,-2,?,-1,1%
CCCc1nn(C)c2c(=O)[nH]c(-c3ccccc3OCC)nc12,4,?,1%,6%,2%[46.1 µM],.,17,?,-2,10%
O=C(COC(=O)C1C2CC3OC(=O)C1C3C2)Nc1ccc(Cl)cc1 (configuration not stated),-1,17,-1%,-3%,8%,0%,-4,-4%,3,2%
O=C(COC(=O)Cc1cccc(C(F)(F)F)c1)Nc1ccccc1,1,?,1%,3%,2%[46.1 µM],3%,0,2%,-21,-3%
COc1ccc(-c2nnc(SC(C)C(=O)NNC(=O)c3ccc(C)cc3)o2)cc1 (configuration not stated),-8,6,0%,-5%,-2%[46.1 µM],-7%,11,30%,-16,3%
COc1ccccc1CNC(=O)C1CCC(CNS(=O)(=O)c2cccs2)CC1 (configuration not stated),-8,-1,-1%,-22%,3%,14%,11,-3%,23,0%
O=C(O)c1cccc(S(=O)(=O)N2CCN(S(=O)(=O)c3ccc4ccccc4c3)CC2)c1,-7,-3,4%,31%,-4%,15%,-5,-1%,2,0%
O=C(CN1CCN(Cc2ccc(F)cc2Cl)CC1)NCc1ccccc1,26,?,1%,?,3%,5%,-15,-20%,-19,-1%
O=C1N(c2ccccc2)c2ccccc2C1(O)C(F)(F)F (configuration not stated),-13,3,2%,-15%,-4%,4%,-4,-1%,-6,-7%
NC(=O)[C@@H]1CCCNc2c(F)cc([N+](=O)[O-])cc2C(=O)N[C@@H](CO)C(=O)N[C@@H](Cc2ccc(O)cc2)C(=O)N1,7,-3,0%,-3%,-1%,0%,-1,-1%,3,-2%
Cc1ccc(/C=C2/NC(=O)N(Cc3ccc(Br)cc3)C2=O)o1,-1,16,0%,12%,1%[46.1 µM],-4%,4,?,-6,-2%
CN1C(=S)N2CCCN2C1c1ccccc1 (configuration not stated),0,0,12%,12%,4%,-7%,7,17%,-20,1%
O=C(CSc1nc2cccnc2n1Cc1ccccc1)NC1CCCCC1,7,?,-1%,-2%,7%[46.1 µM],.,4,?,-13,25%
COc1cc(OC)cc(C(=O)OC(C)C(=O)NC2CCCc3ccccc32)c1 (configuration not stated),0,-1,1%,-1%,-4%,8%,-10,-6%,1,5%
CCOC(=O)C(CC)n1nc(C)n2c(cc3occc32)c1=O (configuration not stated),6,-3,0%,-5%,-1%,-2%,2,-5%,3,4%
CCN(CC(=O)Nc1sc2c(c1C#N)CCCC2)CC(=O)NC1CCS(=O)(=O)C1 (configuration not stated),20,-2,4%,-4%,9%,1%,-10,-28%,-2,-3%
COc1ccc(NS(=O)(=O)c2cc([N+](=O)[O-])ccc2NN=Cc2ccccc2OCC(=O)O)cc1,7,.,-9%,?,-5%,-1%,4,26%,6,.
COC(=O)c1c(NC(=O)c2ccn(C)n2)sc2c1CCC2,7,13,1%,7%,1%,0%,-23,25%,-8,-1%
CCOC(=O)c1c(C)c(C(=O)NCc2ccccn2)c(C)n1C,3,4,-2%,21%,.,-1%,5,2%,5,-1%
CCOCCc1nnc(NC(=O)C2CC(=O)N(c3ccc(OCC)cc3)C2)s1 (configuration not stated),-10,-1,-1%,-15%,-6%,7%,4,16%,-20,-8%
Cc1ccc(S(=O)(=O)N2CCCCC2C(=O)O)s1 (configuration not stated),-5,-1,3%,-17%,-2%,-3%,-5,7%,-2,-8%
N#Cc1c2c(c(N3CCN(c4ccccn4)CC3)n3c1nc1ccccc13)CCC2,.,.,-1%,13%,.,1%,-3,4%,.,-3%
Cc1cc(C)cc(NC(=S)NC2CC3CCCC(C2)N3C2CCCC2)c1 (configuration not stated),2,1,1%,5%,0%,0%,-3,-5%,-36,-7%
Cc1cc(=O)[nH]c(-c2cccnc2)n1,6,-2,1%,7%,-2%,-1%,6,-1%,1,0%

# Of the compounds above, 11 contain four or more nitrogen atoms.
SMILES,hERG WT inh,TRPV1 agonist,USP2a block,Eya2 inh,TCR act,AT treatment,TSHR antag,ELG1 repair inh,KCNH2 3.1 inh,Mito fusion yeast
COc1cccc(OCCn2cc(/C=N/NC(=O)c3ccncc3)c3ccccc32)c1,-1,5,2%,-4%,-1%[46.1 µM],-1%,-6,?,-18,8%
CCc1c(-c2ccccc2)nc2nc(C)c(C)nn12,-6,2,4%,1%,-10%,?,-2,?,4,6%
CCOc1cc(/C=N/NC(=O)c2cccnc2)ccc1OCC(=O)N1CCOCC1,2,1,5%,6%,7%[46.1 µM],-1%,7,7%,-4,-5%
CCCc1nn(C)c2c(=O)[nH]c(-c3ccccc3OCC)nc12,4,?,1%,6%,2%[46.1 µM],.,17,?,-2,10%
COc1ccc(-c2nnc(SC(C)C(=O)NNC(=O)c3ccc(C)cc3)o2)cc1 (configuration not stated),-8,6,0%,-5%,-2%[46.1 µM],-7%,11,30%,-16,3%
NC(=O)[C@@H]1CCCNc2c(F)cc([N+](=O)[O-])cc2C(=O)N[C@@H](CO)C(=O)N[C@@H](Cc2ccc(O)cc2)C(=O)N1,7,-3,0%,-3%,-1%,0%,-1,-1%,3,-2%
O=C(CSc1nc2cccnc2n1Cc1ccccc1)NC1CCCCC1,7,?,-1%,-2%,7%[46.1 µM],.,4,?,-13,25%
CCN(CC(=O)Nc1sc2c(c1C#N)CCCC2)CC(=O)NC1CCS(=O)(=O)C1 (configuration not stated),20,-2,4%,-4%,9%,1%,-10,-28%,-2,-3%
COc1ccc(NS(=O)(=O)c2cc([N+](=O)[O-])ccc2NN=Cc2ccccc2OCC(=O)O)cc1,7,.,-9%,?,-5%,-1%,4,26%,6,.
CCOCCc1nnc(NC(=O)C2CC(=O)N(c3ccc(OCC)cc3)C2)s1 (configuration not stated),-10,-1,-1%,-15%,-6%,7%,4,16%,-20,-8%
N#Cc1c2c(c(N3CCN(c4ccccn4)CC3)n3c1nc1ccccc13)CCC2,.,.,-1%,13%,.,1%,-3,4%,.,-3%

# Bioassay records deposited in PubChem by National Center for Advancing Translational Sciences (NCATS).

# Some of the compounds tested; the hit share may differ from the screen's.
